Screening data (PubChem BioAssay)
KCNH2 3.1 inh: qHTS for Inhibitors of KCHN2 3.1: Mutant qHTS. activity change, % (tested at about 1.8 µM). U2OS KCNH2 3.1, thallium flux FluxOr; hits give low values. actives 0.95% (n = 340,000). AID 720553, 2013;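 active = maximum activity change below -70%; inconclusive = maximum activity change from -70% to -50%; inactive = maximum activity change above -50%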;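 note: thallium influx rate constant from kinetic fluorescence after stimulation buffer; % is set by controls: 0 for no effect and ±100 for the full control effect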
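We transduce U2OS cells with the mutant 3.1 virus, culture them overnight, load FluxOr with Red40 quencher for 45 min, then add stimulation buffer and read kinetically for 2 min to derive a normalized rate constant.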
MBNL1 CUG block: qHTS Assay for Inhibitors of MBNL1-poly(CUG) RNA binding; Muscleblind-like protein 1 (Homo sapiens), Q9NR56; TR-FRET MBNL1-His/biotin-(CUG)12 binding, 665/545 ratio; Potency, µM (top dose mostly 57.5 µM), for the others: at the highest dose activity change, negative = inhibition, usual class: inhibitors; actives 0.036% (n = 280,000); active = well fitted inhibition curve with a large enough effect in the signal ratio, with a control signal flat, not every such curve was filed as active; inconclusive = small, poorly fitted or top-dose-only effect, or effect the other way, or a change in a side signal; inactive = no such curve, though single readings can be large or run the other way; the % refers to the signal ratio; note: potency is the fitted concentration of half-maximal effect; % is set by controls: 0 for no effect and ±100 for the full control effect
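MBNL1-His + Biotin-(CUG)12, cpd titration 92 nM–58 uM; Tb anti-His Ab 0.055 ng/ul, SA-XL665 5 nM (final); 60 min RT; ratiometric 665/545 nm, Ex 340 nm; normalized to buffer and full-complex controls.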
Mito fusion act: qHTS Assay for Small Molecule Inhibitors of Mitochondrial Division or Activators of Mitochondrial Fusion | Potency, µM (highest dose often 46.1 µM), inactives show at the top dose growth rescue (activation), most hits filed as activators | AID 485298, 2010 | actives 0.23% (n = 320,000) | S. cerevisiae fusion-defective mutant growth rescue, CellTiterGlo 48 h;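 note: potency is the fitted concentration of half-maximal effect; % of control where 0% means no effect; nearly all actives have a fitted effect of over 45% in size; temperature-sensitive fusion mutants such as fzo1-1 at 37 °C on non-fermentable ethanol glycerol medium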
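Compounds are tested for their ability to restore growth of mitochondrial fusion-defective yeast strains at non-permissive 37C in YPEG medium over 48 hours. Viability is quantified by luciferase luminescence.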
Rab9 promoter act: qHTS Assay for Rab9 Promoter Activators; Huh7 Rab9 promoter-luciferase reporter, luminescence, 24 h; AID 485297, 2010; actives 2.8% (n = 320,000); Potency, µM (titrated, usually from 9.22 µM), for inactives: at the top dose activation, negative = inhibition, actives largely listed as activators; note: potency is the fitted concentration of half-maximal effect; % of control where 0% means no effect; nearly all actives have a fitted effect of over 60% in size
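Steps: seed 1500 Huh7 Rab9-luc cells per well, rest 2 h at 37 °C; add compound in DMSO; incubate 24 h; add luciferase reagent, 10 min ambient; read luminescence.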
RORgamma inh: qHTS for inhibitors of ROR gamma transcriptional activity; Drosophila S2 Gal4-RORgamma UAS-luciferase reporter, 20 h; actives 5.4% (n = 310,000); Nuclear receptor ROR-gamma (Mus musculus), P51450; Potency, µM (series often up to 53.6 µM), for the others: top-dose activity change, negative = inhibition, actives largely listed as inhibitors; note: potency is the fitted concentration of half-maximal effect; % is set by controls: 0 for no effect and ±100 for the full control effect; nearly all actives have a fitted effect of over 60% in size
Target sequence (P51450 whole entry, looked up, the tested form may be a part): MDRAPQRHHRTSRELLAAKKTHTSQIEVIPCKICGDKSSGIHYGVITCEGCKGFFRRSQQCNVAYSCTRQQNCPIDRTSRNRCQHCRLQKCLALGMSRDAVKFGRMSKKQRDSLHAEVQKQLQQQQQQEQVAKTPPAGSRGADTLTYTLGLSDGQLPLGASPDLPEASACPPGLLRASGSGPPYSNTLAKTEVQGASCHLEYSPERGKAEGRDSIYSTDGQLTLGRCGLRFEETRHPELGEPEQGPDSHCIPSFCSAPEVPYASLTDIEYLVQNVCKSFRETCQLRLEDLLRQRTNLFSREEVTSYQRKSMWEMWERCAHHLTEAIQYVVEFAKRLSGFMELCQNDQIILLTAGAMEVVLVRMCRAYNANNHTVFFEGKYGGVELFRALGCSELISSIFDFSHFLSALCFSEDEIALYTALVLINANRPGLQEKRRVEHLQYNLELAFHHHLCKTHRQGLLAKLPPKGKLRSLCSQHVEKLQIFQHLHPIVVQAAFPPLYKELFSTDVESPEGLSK
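Stably transfected Drosophila Schneider cells are the test system, with ROR gamma fused to Gal4 and luciferase under UAS control; luminescence is read after 20 hr of 700 uM copper sulfate induction at ambient temperature.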
PKM2 act: qHTS Assay for Activators of Human Muscle isoform 2 Pyruvate Kinase | Pyruvate kinase PKM (Homo sapiens), P14618 | purified PKM2, Kinase-Glo ATP luminescence, activation; response scale: 0% is enzyme alone, no compound | Potency, µM (top dose mostly 57.5 µM), for inactives: at the top dose activation, usual class: activators | actives 0.34% (n = 260,000) | AID 1631, 2009; note: potency is the fitted concentration of half-maximal effect; % is set by controls: 0 for no effect and ±100 for the full control effect; nearly all actives have a fitted effect of over 55% in size
Target sequence (P14618 whole entry, looked up, canonical isoform): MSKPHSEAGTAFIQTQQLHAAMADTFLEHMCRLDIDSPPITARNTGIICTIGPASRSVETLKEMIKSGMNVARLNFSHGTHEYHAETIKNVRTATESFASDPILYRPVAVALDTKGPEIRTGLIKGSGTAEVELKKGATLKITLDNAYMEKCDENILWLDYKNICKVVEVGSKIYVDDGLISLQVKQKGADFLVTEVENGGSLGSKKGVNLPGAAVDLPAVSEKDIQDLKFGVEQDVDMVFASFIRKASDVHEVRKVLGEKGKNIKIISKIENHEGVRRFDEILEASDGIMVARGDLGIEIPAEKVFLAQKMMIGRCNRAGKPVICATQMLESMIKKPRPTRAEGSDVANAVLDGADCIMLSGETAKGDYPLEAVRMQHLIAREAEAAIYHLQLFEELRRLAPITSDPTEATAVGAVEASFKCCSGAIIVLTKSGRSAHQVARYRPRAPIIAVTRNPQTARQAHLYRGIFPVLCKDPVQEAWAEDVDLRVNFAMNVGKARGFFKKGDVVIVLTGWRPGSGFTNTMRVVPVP
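hPK-M2, >95% pure; 0.1 mM ADP / 0.5 mM PEP final; imidazole pH7.2 buffer w/ 7 mM MgCl2, 50 mM KCl; 1 h RT; Kinase-Glo lum. Intermediate enzyme activity for dual inhibitor/activator qHTS.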
Gal4-VP16 FLuc: VP16 counterscreen qHTS for inhibitors of ROR gamma transcriptional activity | Drosophila S2 Gal4-VP16 UAS-luciferase, luminescence, 20 h | Potency, µM (doses to about 53.6 µM), for the others: top-dose activity, negative = inhibition, usual class: inhibitors | actives 3.5% (n = 310,000) | AID 2546, 2010;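 note: Gal4-VP16 expression switched on by copper sulfate through the metallothionein promoter; potency is the fitted concentration of half-maximal effect; % is set by controls: 0 for no effect and ±100 for the full control effect; nearly all actives have a fitted effect of over 50% in size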
FLuc counter: qHTS profiling assay for firefly luciferase inhibitor/activator using purifed enzyme and Km concentrations of substrates (counterscreen for miR-21 project) | purified FLuc, Km substrates, luminescence inhibition | Potency, µM (titrated, usually from 57.5 µM), inactives show at the top dose activity change, negative = inhibition, actives largely listed as inhibitors | actives 6.9% (n = 360,000);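 note: potency is the fitted concentration of half-maximal effect; plate controls were vehicle for no effect and reference inhibitor for full effect; nearly all actives have a fitted effect of over 55% in size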
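Biochemical qHTS of compounds, final roughly 60 µM downward over six points, against 10 nM purified firefly luciferase using Km concentrations of substrates (10 uM D-luciferin, 10 uM ATP) in Tris acetate pH 7.5 buffer; luminescence output.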
NPC1 prom act: qHTS Assay for NPC1 Promoter Activators; Huh7 NPC1 promoter luciferase reporter, 24 h; Potency, µM (series often up to 9.22 µM), without a hit: at the highest dose activation, actives largely listed as activators; actives 2.4% (n = 320,000); AID 485313, 2010;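 note: potency is the fitted concentration of half-maximal effect; % of control where 0% means no effect; nearly all actives have a fitted effect of over 60% in size; reporter is driven by a mutant NPC1 promoter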
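Cells: Huh7 expressing luciferase under the NPC1 promoter, 1500/well. Seeded 2 h, compound added, incubated 24 h at 37 °C. Luciferase reagent, 10 min ambient, then luminescence.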
ELG1 repair inh: qHTS screen for small molecules that inhibit ELG1-dependent DNA repair in human embryonic kidney (HEK293T) cells expressing luciferase-tagged ELG1 | AID 504467, 2011 | HEK293T ELG1-luciferase reporter, luminescence, 16 h; DNA damage induced by 5-fluorouridine | Potency, µM (series often up to 46.1 µM), without a hit: at the top dose activity change, negative = inhibition, usual class: inhibitors | actives 2.3% (n = 330,000); note: potency is the fitted concentration of half-maximal effect; % is set by controls: 0 for no effect and ±100 for the full control effect; nearly all actives have a fitted effect of over 55% in size
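HEK293T cells expressing luciferase-tagged ELG1 (2,000/well) received 5-Fluorouridine plus compound or DMSO for 16 hr at 37 °C. Luciferase was read by ONE-Glo luminescence after 30 min at room temperature.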
Menin MLL FP TR: qHTS Assay for Inhibitors Targeting the Menin-MLL Interaction in MLL Related Leukemias: Competition With Texas Red Labeled MLL-derived Mutant Peptide | O00255 | Menin + Texas Red MLL mutant peptide, fluorescence polarization | Potency, µM (highest dose often 61.6 µM), for inactives: top-dose FP activity change, negative = inhibition, most hits filed as inhibitors | actives 0.23% (n = 270,000) | AID 1768, 2009; active = well fitted inhibition curve with a large enough effect in the polarisation, with a control signal flat, not every such curve was filed as active; inconclusive = small, poorly fitted or top-dose-only effect, or effect the other way, or a change in a side signal; inactive = no such curve, though single readings can be large or run the other way; the % refers to the polarisation; note: potency is the fitted concentration of half-maximal effect; % of control where 0% means no effect; many of its hits are not listed in these tables
* hit, by the source's call; u = inconclusive; x = no result given; & = joins results of further samples; [ ] = dose if it differs, or a comment. Unless noted, calls come from the whole dose curve; as a rule, active = well fitted curve in the direction sought with a large enough effect; inconclusive = small, poorly fitted or top-dose-only effect, or another doubt; inactive = no such curve, though single readings can be large; an effect the other way counts as inactive or inconclusive. The list is partial; rates above refer to the full screens.

The line under a structure holds: KCNH2 3.1 inh | MBNL1 CUG block | Mito fusion act | Rab9 promoter act | RORgamma inh | PKM2 act | Gal4-VP16 FLuc | FLuc counter | NPC1 prom act | ELG1 repair inh | Menin MLL FP TR
> CCCc1nn2c(=O)cc(CSCC(=O)Nc3nnc(CC)s3)nc2s1
  -17 | -3% | -4% | 3% | -3% | x | 4% | 3% | -1% | u | x
> CNC(=O)NC(=O)COC(=O)CCCSc1nc2ccccc2s1
  2 | 12% | -1% | -2% | u | 3% | u | u | -3% | 12% | 4%
> CN(C)C(=O)c1ccc(-c2n[nH]c(=O)c3ccccc23)cc1
  -21 | 16% | 2% | 5% | 1% | -1% | -4% | -2% | -1% | u | 1%
> COCc1cc(C)nc2sc(C(=O)Nc3ccc(OC)cc3)c(N)c12
  -3 | u | 5% | u | u | 1% | u | u | 16% | u | 9%
> COc1ccc(/C=N/n2c(C)nc3c([nH]c4ccccc43)c2=O)cc1CN1CCCC(C)(C)C1
  0 | 3% | u | -1% | 5% | -6% | -2% | 2% | 1% | u | x
> O=C(NCCN1CCN(C(=O)c2cccs2)CC1)c1cccs1
  -47 | -3% | -3% | -9% | -2% | 1% | -6% | 0% | 2% | 20% | -8%
> COc1ccc(C2CC(c3cccs3)=NN2c2ccc(F)cc2)cc1OC (centres undefined)
  2 | 9% | 24% | 2% | 13% | -3% | -15% | -20% | -1% | -9% | 15%
> CCOc1ccc2oc(C(=O)OCC(=O)N3CC(C)OC(C)C3)c(C)c2c1 (centres undefined)
  -4 | x | -4% | 0% | x | x | x | -16% | -1% | 1% | x
> COc1ccc(S(=O)(=O)NN=C2CCCC2)cc1
  9 | 1% | -5% | -7% | -8% | 5% | 2% | 1% | -4% | 9% | 6%
> Cc1nc2ccccn2c1C(=O)CSc1cccc(Cl)c1
  2 | -4% | 1% | 2% | -31% | 24% | 4% | -14% | -4% | u | -1%
> Cc1ccc(C(C)C)c2oc(=O)cc(-c3ccc(-c4ccc(C(F)(F)F)cc4)cc3)c12
  3 | x | x | x | 6% | x | 0% | x | x | u | -5%
> COc1ccc(N2C(=O)CC(N3CCC(C(N)=O)CC3)C2=O)cc1 (centres undefined)
  -8 | -1% | -5% | -4% | -84% | 1% | -15% | 3% | -2% | -7% | 8%
> CCn1c(COc2ccc(Cl)cc2)nnc1SCc1nc2ccccc2[nH]1
  -10 | -9% | -6% | -3% | 11µM* | 2% | u | -1% | -4% | u | -16%
> O=c1c2cc3c(cc2[nH]c(=S)n1Cc1ccco1)OCO3
  8 | -6% | -6% | 4% | -9% | 29% | u | -1% | -1% | 5% | 26%
> CN1CCCN(Cc2nc(-c3ccc(Cl)cc3)no2)CC1
  -15 | -8% | -3% | 13% | 13% | -4% | -3% | -18% | -1% | u | 11%
> C=Cc1ccc(Cn2nc(-c3ccc(C)cc3)ccc2=O)cc1
  -2 | 5% | 17% | -3% | 1% | x | -5% | -1%&-16% | 1% | -3% | u
> O=C(CCCN1C(=O)/C(=C/c2cccc(Br)c2)SC1=S)NCCCN1CCOCC1
  -2 | u | -5% | -2%[1.84 µM] | 10µM* | 7% | 0% | u | 0% | u | x
> CC(C)C[C@@H](C(=O)NC1CCN(Cc2ccccc2)CC1)N1C(=O)N2CCc3c([nH]c4ccccc34)[C@@]2(C)C1=O
  -32 | -7% | -3% | 0% | -41% | -1% | -19% | -2% | -1% | u | -3%
> COc1ccccc1-n1cnc2cc(NCc3ccco3)ccc21
  -10 | -5% | 1% | 5% | u | 5% | 24% | 19µM* | -3% | u | -11%
> CCOC(=O)C(=O)NCc1ccc(/C=C2/N=C(C)C(C(=O)OCC)=C2O)o1
  -13 | u | 0% | -13% | -1% | 20% | -4% | -8% | 0% | 16% | -9%
> CC(OC(=O)/C=C/c1ccccc1)C(=O)NC1CCCCC1C (centres undefined)
  -2 | x | 8% | -5% | x | x | x | 4% | -4% | 1% | x
> N#Cc1nc(-c2ccccc2F)oc1NCCc1ccccc1
  22 | 3% | -4% | 21% | u | -6% | 0% | 27µM* | 21% | u | u
> CC1(C)Nc2ccccc2N(CC(=O)N2CCCCC2)C1=O
  8 | -12% | 3% | 7% | 4% | -1% | -5% | 0% | -2% | -8% | 11%
> Cc1ccc(NC(=O)/C(C#N)=C/c2cccs2)c(C)c1
  x | 2% | 1% | 3.5µM* | -32% | 2% | -1%[0.365 µM] | -15% | 2µM* | u | 1%
> O=C(COc1ccc(Br)cc1)NCCCNC(=O)c1cnccn1
  4 | -4% | -2% | 2% | -14% | 1% | 3% | -2% | -1% | -6% | 8%
> O=C(Nc1ccccc1Br)C1CCN(C(=O)Cc2ccccc2)CC1
  5 | x | 7% | 1% | -7% | 0% | -7% | 0% | -1% | 3% | -3%
> CCn1c(=O)c(=O)[nH]c2cc(C(=O)N(C)Cc3ccc(OC)c(F)c3)ccc21
  -11 | -2% | 0% | 2% | 15% | 0% | -10% | -3% | -4% | 0% | u
> CC(=O)N1CCC(=NNc2ccc(S(=O)(=O)N3CCOCC3)cc2[N+](=O)[O-])CC1
  7 | u | 1% | -3% | 4% | -2% | 3% | -4% | 0% | 8% | -4%
> CC(=O)O/C(=C\c1cn(C(C)=O)c2ccccc12)C(=O)O
  27 | 3% | -4% | -8% | -23% | -1% | -5% | 5% | -3% | -2% | x
> COC(=O)C1Cc2c([nH]c3ccccc23)CN1 (centres undefined)
  -1 | 14% | -2% | 0% | -2% | 2% | -3% | u | 2% | 10% | -5%
> COc1ccc2c(c1)C(C1=C(O)CC(C)(C)CC1=O)C1=C(CC(C)(C)CC1=O)O2 (centres undefined)
  5 | -14% | 3% | 15% | 5% | -5% | 0% | -1% | -2% | 18% | 9%
> C=Cc1ccc(C(=O)N2CCCC(Nc3ccc4c(c3)OCCO4)C2)cc1 (centres undefined)
  x | 5% | 1% | 2% | x | 1% | x | 1% | -2% | -8% | -7%
> Cc1nn(C)cc1CNC(=O)C1(C)CC1(Cl)Cl (centres undefined)
  -7 | -1% | 0% | -3% | -12% | 9% | -4% | 4% | -2% | -5% | -7%
> CC(C)CC1NC(=O)N(CC(=O)N2CCCc3ccccc32)C1=O (centres undefined)
  -2 | 5% | -1% | 5% | 21% | 5% | -15% | 2% | 0% | 1% | -10%
> O=C(O)c1ccc(CSc2nnc(-c3cccnc3)n2-c2ccc(Br)cc2)cc1
  6 | -11% | -3% | -13% | -22% | -1% | 1% | 0% | -2% | 1% | -10%
> CCC(C)(C)n1nnnc1C(c1cc2cc(C)ccc2[nH]c1=O)N1CCCc2ccccc21 (centres undefined)
  -20 | u | 1% | 1% | 16% | -1% | 16% | -2% | -2% | 9% | -5%
> Cc1cc([N+](=O)[O-])nn1CCCC(=O)NC(C)c1ccccc1 (centres undefined)
  17 | x | -2% | -1% | 42%[10 µM] | 1% | -44% | 0% | u | 8% | u
> Cc1oncc1-c1csc(-c2ccccc2)n1
  1 | 9% | 1% | 29% | 26% | 2% | 6% | u | 10% | u | 10%
> COC(=O)c1ccc(C(=O)OC)c(=O)[nH]1
  -8 | u | -3% | 0% | 8% | -9% | 1% | -2% | -2% | u | -2%
> CCCCC(=O)NC(c1ccc(C(C)C)cc1)c1ccc2cccnc2c1O (centres undefined)
  -12 | 4% | -2% | -15% | 2.5µM* | 0% | 2.8µM* | 2% | -7% | u | -11%
